# Assay outcomes as filed in PubChem.
# MITF act – MITF TRPM1 promoter activation in melanoma cells; SK-MEL-5 TRPM1-promoter luciferase, 24 h; % of positive control, neutral wells = 0; activation, % at 12.5 µM; 300,000 tested, 0.75% active; AID 588334;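 active = mean activation of at least 80% with every replicate also reaching 80%; inconclusive = mean reaches 80% but some replicate falls short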;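 note: 0% = neutral control wells and 100% = parthenolide positive control wells; values of inactives mirror those of a sister screen read the other way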
# PvdQ acylase – P. aeruginosa PvdQ acylase inhibition | inhibition, % at 10 µM | AID 488965 | purified PvdQ acylase, fluorescence plate reader | 340,000 tested, 0.063% active; in the data active = inhibition above about 30%, passing the limit was not always enough; inconclusive = no clear call, values can overlap the other calls;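 note: 0% = vehicle neutral wells and 100% = reference inhibitor wells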
# HTR5A ag ctr – HTR5A agonism, opioid heterodimer counter-screen; P47898; HTR5A agonist assay, luminescence, cell-based; activation, % at 9.3 µM; 340,000 tested, 0.61% active; AID 504692; in the data active = activation mostly above about 9.5%, no sharp cut-off; inactive = mostly below about 7.6%;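 note: 0% = cells with vehicle only and 100% = reference agonist; strong numbers were not always called active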
# Target sequence (P47898 whole entry, looked up): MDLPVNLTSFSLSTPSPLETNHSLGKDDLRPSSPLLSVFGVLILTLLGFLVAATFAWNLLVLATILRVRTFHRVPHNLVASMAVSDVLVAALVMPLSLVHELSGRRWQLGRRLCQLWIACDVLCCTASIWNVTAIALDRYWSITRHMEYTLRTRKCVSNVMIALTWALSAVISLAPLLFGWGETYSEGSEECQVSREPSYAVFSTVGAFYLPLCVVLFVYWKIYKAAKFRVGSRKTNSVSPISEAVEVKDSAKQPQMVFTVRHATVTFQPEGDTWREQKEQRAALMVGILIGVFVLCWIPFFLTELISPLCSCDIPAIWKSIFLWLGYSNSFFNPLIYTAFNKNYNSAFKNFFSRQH
# Wnt act – activates Wnt/beta-catenin signaling in a reporter cell assay. AID 743398. 300,000 tested, 1.2% active. activator, plate reader. activation, % at 9.35 µM; in the data active = activation above about 30%, passing the limit was not always enough; inconclusive = no clear call, values can overlap the other calls;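 note: 0% = neutral control wells and 100% = positive control wells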
# SR-BI DiI inh – blocks mouse SR-BI lipid uptake from DiI-HDL. Q61009. ldlA[mSR-BI] CHO cells, DiI-HDL uptake fluorescence, 3 h. inhibition, % at 12.5 µM. 320,000 tested, 0.96% active;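 active = mean replicate inhibition of at least 70% and a set share of replicates each scoring 70 or more; inconclusive = meets just one of the two criteria; inactive = fails both criteria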;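 note: 0% = median of neutral control wells and 100% = median of positive control wells; values of inactives mirror those of a sister screen read the other way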
# CDK5 inh – CDK5/p35 (human) kinase inhibition | Recombinant CDK5/p35, ADP-Glo luminescence, 60 min | inhibition, % at 10 µM | 330,000 tested, 0.01% active;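 active = highest replicate inhibition of at least 50% and at least 75% of replicates reaching 50%; inconclusive = only one of the two criteria met; inactive = both criteria failed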;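 note: plate controls were DMSO neutral control for no effect and GW8510 at 10 µM for full effect; many of its hits are not listed in these tables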
# Target sequence (Q00535 whole entry, looked up): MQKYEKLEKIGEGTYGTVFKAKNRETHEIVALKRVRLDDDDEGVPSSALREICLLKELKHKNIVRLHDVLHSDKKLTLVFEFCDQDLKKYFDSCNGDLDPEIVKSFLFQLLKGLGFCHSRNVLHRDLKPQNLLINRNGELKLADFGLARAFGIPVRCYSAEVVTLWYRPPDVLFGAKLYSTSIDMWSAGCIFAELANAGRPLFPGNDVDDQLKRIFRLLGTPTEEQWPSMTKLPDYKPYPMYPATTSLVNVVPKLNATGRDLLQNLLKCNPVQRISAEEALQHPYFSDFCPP
# Target sequence (Q15078 whole entry, looked up): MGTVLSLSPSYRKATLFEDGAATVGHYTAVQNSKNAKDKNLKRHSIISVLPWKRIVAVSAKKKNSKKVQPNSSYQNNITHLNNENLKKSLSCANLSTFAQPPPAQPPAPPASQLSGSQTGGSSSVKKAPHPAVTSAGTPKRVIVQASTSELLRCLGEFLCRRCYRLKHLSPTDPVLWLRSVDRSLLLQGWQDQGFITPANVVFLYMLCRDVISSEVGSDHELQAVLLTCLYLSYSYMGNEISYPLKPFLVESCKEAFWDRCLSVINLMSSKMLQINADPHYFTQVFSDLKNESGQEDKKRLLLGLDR
# RTF Ca sens act – increases calcium sensitivity of human cardiac regulated thin filaments; P19429+P45379; IANBD-labeled TnC RTF fluorescence at EC20 calcium; 0% EC20 calcium, 100% full calcium; activation, % at 7.2 µM; 340,000 tested, 0.24% active;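 active = activation above the mean over all tested compounds plus 3 SD, cut at about 30% in these data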;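 note: rise in fluorescence read as greater calcium sensitivity of cardiac thin filaments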
# SR-BI uptake up – activators of SR-BI mediated HDL lipid uptake. CHO ldlA[mSR-BI] cells, DiI-HDL uptake fluorescence, 3 h; 100 = double the neutral-control signal. activation, % at 12.5 µM. 320,000 tested, 0.096% active. AID 504775;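 active = mean replicate activation of at least 60% and every replicate at or above 60%; inconclusive = mean or all-replicate condition met, but not both; inactive = mean below 60% and not all replicates reaching 60%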;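 note: 0% = median plate neutral-control signal and 100% = twice that signal; values of inactives mirror those of a sister screen read the other way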
#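 Assay system: LDL receptor-deficient CHO ldlA cells overexpressing murine SR-BI / Medium: BSA-supplemented, HEPES-buffered Ham's F12, pH 7.4 / Probe or stimulus: DiI-labelled HDL at 10 µg/mL final / Timing: compound with DiI-HDL co-incubation, 3 h at 37 °C / Technique: bottom-read cell fluorescence after medium removal, ex 550/em 595 nm / Measure: HDL uptake via cellular fluorescence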
# Rtt109 Vps75 – blocks Candida albicans Rtt109/Vps75 acetyltransferase activity; Q5AAJ8; purified Rtt109/Vps75, ThioGlo CoA-SH fluorescence, 4 h; inhibition, % at 34.9 µM; 330,000 tested, 0.16% active; AID 540336;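 active = inhibition of at least 50% in every replicate; inconclusive = best replicate reaches 50% inhibition but some replicates fall short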
# dFosB activator – enhances mouse delta FosB homodimer DNA binding | purified delta FosB, TAMRA-CDK5 oligo fluorescence polarization; percent of positive-control signal above neutral wells | activation, % at 25 µM | 340,000 tested, 0.99% active | AID 493131;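 active = mean activation above about 17%, with every replicate also reaching it, limit read from the data, passing the limit was not always enough; inconclusive = only one of the two conditions met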;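 note: fluorescence polarization rise as delta FosB binds a TAMRA Cdk5 AP-1 oligo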
# Starred values were filed as active, the others as inactive; ? = inconclusive; nt = not tested or not shown. Outcome played no part in choosing rows (roughly 4.4% active in at least one column).
SMILES,MITF act,PvdQ acylase,HTR5A ag ctr,Wnt act,SR-BI DiI inh,CDK5 inh,RTF Ca sens act,SR-BI uptake up,Rtt109 Vps75,dFosB activator
O=C(CC1SC(N2CCCC2)=NC1=O)Nc1ccc(C(=O)NCCc2ccc(F)cc2)cc1 (stereo not drawn),-2,0,7,0,43,-1.4,3,-43,0,-9
CC(=O)NC(Cc1cccc(F)c1)C(=O)NC1CCN(C(=O)Nc2ccc(C)cc2)CC1 (stereo not drawn),-7,3,7,2,nt,0.0,-7,nt,5,-2
Cc1ccc(S(=O)(=O)N2CCCCC2C)cc1[N+](=O)[O-] (stereo not drawn),-4,-3,-4,-1,-8,0.6,4,8,-3,-3
Cc1ccc(/C=N/NC(=O)c2ccco2)s1,44,-2,1,45*,22,0.4,-4,-22,-8,-4
COc1cccc(C2CC(c3ccccc3Cl)n3nnnc3N2)c1 (stereo not drawn),1,7,-5,nt,-26,0.0,-6,26,18,-8
Cc1ccc(CNC(=O)c2ccc(N3CCC4(CC3)CC(c3cccc(Br)c3)=NO4)c(NC(=O)c3c(Cl)cccc3Cl)c2)cc1,-10,-9,3,-5,5,3.1,5,-5,0,24*
Cn1c(=O)c2cc(S(=O)(=O)NC(Cc3ccccc3)C(=O)NCc3ccco3)ccc2n(C)c1=O (stereo not drawn),22,-20,9,0,-4,-2.0,7,4,-2,-1
CC(=O)Oc1ccc(C(C)=O)c2c1OCCO2,2,4,1,nt,-1,2.9,1,1,-8,-2
Cc1ccc2c(c1)C(=C(C#N)C#N)C(=O)N2CCN1CCCCC1,nt,-12,-2,-4,-7,-5.5,-1,7,2,-3
CCN(CC)C(=S)SCC(=O)Nc1nc(-c2ccccc2)c(-c2ccccc2)o1,-10,8,0,0,-1,0.7,-5,1,nt,-13
O=C(c1cccnc1)N1C2C=CC(C2)C1(C(F)(F)F)C(F)(F)F (stereo not drawn),-3,-2,0,-1,-23,-2.7,4,23,-2,-6
Cc1ccc(C(=O)Nc2nnc(COc3ccccc3)s2)cc1,-21,-11,-2,0,-2,0.3,5,2,-4,3
CC(C)(C)NC(=O)COC(=O)c1ccc(Cl)nc1,1,-5,-3,0,0,-1.0,3,0,-18,-7
COC(=O)C(C)Oc1ccc(=O)[nH]n1 (stereo not drawn),9,5,0,nt,-18,1.0,2,18,-5,3
Cc1ccc(OCCC(=O)NCCc2ccc(S(N)(=O)=O)cc2)cc1,8,-11,5,nt,-6,3.4,-1,6,0,4
O=C(Nc1cc2c3c(c1)CC(=O)N3CCC2)c1cccc(F)c1,15,-3,0,-5,40,1.4,8,-40,-2,-3
Cc1cc(C)cc(N2CC34C=CC(O3)C(C(=O)OCC(=O)NCc3ccco3)C4C2=O)c1 (stereo not drawn),nt,-8,-1,-2,nt,-1.0,-6,nt,2,2
CCOC(=O)C1=C(C)N(c2ccc(C)cc2)C(=O)/C1=C\c1ccc(O)c(OC)c1,2,-7,1,5,nt,-1.2,-2,nt,7,-20
CCOC(=O)CNC(=S)SC,3,-12,1,-2,-4,1.3,2,4,3,-5
COc1ccccc1N1CCN(C(CNC(=O)C2CCCCC2)c2cccnc2)CC1 (stereo not drawn),nt,15,-1,1,-31,-0.8,-4,31,3,0
Cc1c(=O)n(OCc2ccc(Cl)cc2)c2ccccc2[n+]1[O-],-14,-1,0,-3,27,-0.4,-1,-27,7,0
Cc1ccc(-c2cc(C#N)c(=O)n(Cc3c(Cl)cccc3Cl)c2)cc1,13,3,-3,nt,28,0.9,-9,-28,-20,?
Cc1ccc(NC(=O)C2CC(=O)NC(Nc3cccc(C)c3)=N2)cc1 (stereo not drawn),11,-10,-9,nt,-4,-2.0,4,4,3,-4
Cc1ccc(NC(=O)CC(O)(C(F)(F)F)C(F)(F)F)cc1,-4,-11,4,-2,-15,-0.5,2,15,-2,-1
NC(=O)c1ccc(N2CCOCC2)nc1,-1,-3,5,-1,-39,-0.2,-6,39,-5,-3
COC(=O)c1ccccc1NC(=O)COC(=O)CSCC(=O)N1CCOCC1,4,-11,0,18,5,-2.1,-2,-5,6,-1
COc1cc(NC(=O)COc2ccccc2[N+](=O)[O-])ccc1NC(=O)c1ccco1,23,-12,-1,-1,56,0.7,-9,-56,-20,34*
CC(C)N1C(=O)/C(=C\c2nc3ccccc3c(=O)n2-c2ccccc2)c2ccccc21,-20,-2,1,-3,42,-1.4,2,-42,7,-8
Cc1ccccc1CC1SC(N)=NC1=O (stereo not drawn),6,0,0,-2,-22,1.1,-4,22,3,4
Cc1cc(=O)n2nc(N3CCC(C(=O)NCCc4ccc(Cl)cc4)CC3)sc2n1,-15,-14,-1,-1,43,0.0,-2,-43,2,-12
CCC(=O)Nc1sc2c(c1C#N)CC(C)(C)NC2(C)C,7,-6,1,-3,-38,1.5,-8,38,5,0
O=C(O)c1cccc(Nc2nc3ccccc3nc2NS(=O)(=O)c2cccs2)c1,-4,-21,2,1,-16,-2.3,3,16,-28,1
S=C(NCCc1ccccn1)NC1CCCCC1,10,-2,-3,nt,0,-0.2,6,0,-2,-5
COC(=O)c1sccc1S(=O)(=O)NC(C)c1cnn(-c2ccc(OC)cc2)c1C (stereo not drawn),18,-3,7,5,-35,-0.4,-1,35,4,1
COc1cc(/C=N/NC(=O)CSCc2ccc([N+](=O)[O-])cc2)cc(OC)c1OC,8,-19,3,-9,26,1.4,-2,-26,7,-2
CC(=O)c1ccc(NC(=O)CSc2nc(=O)cc(N)n2-c2ccccc2)cc1,67,0,1,12,31,0.7,-1,-31,-4,-13
CCC(=O)c1ccc(OCc2cn(CC(=O)c3ccc(O)cc3)nn2)cc1,7,0,-4,-1,-17,-4.0,-6,17,-6,-15
CCc1ccc2[nH]c(=O)c(CN(CCN(CC)CC)C(=S)NCc3ccco3)cc2c1,1,-2,2,-2,-15,-0.2,0,15,-5,-9
CC(NC(=O)c1ccccc1F)c1nnc(SCC(=O)Nc2nccs2)n1C (stereo not drawn),-2,-7,0,-2,-21,-0.3,-12,21,0,-12
COCC1CCN(Cc2cn[nH]c2-c2cc3ccccc3o2)C1 (stereo not drawn),4,4,4,0,1,0.4,0,-1,-4,3
Cc1cc(NS(=O)(=O)c2ccc(NC(=O)COc3ccc(Cl)cc3Cl)cc2)no1,8,6,20*,0,0,0.3,-2,0,17,-12
COCc1nnc(NS(=O)(=O)c2ccc(F)cc2)s1,-4,-18,3,-2,-9,0.1,0,9,-1,-2
C=CC[C@@H](CC(=O)N[C@H](CO)Cc1ccccc1)C(=O)N[C@H](COC(=O)[C@@H](CC=C)Cc1ccc(F)cc1)Cc1c[nH]c2ccccc12,-30,-8,1,-23,2,0.5,-1,-2,-10,-19
Cc1ccccc1NC(=S)NC(NC(=O)C(C)(C)C)C(Cl)(Cl)Cl (stereo not drawn),nt,-6,-3,3,-4,-1.1,5,4,6,-3
Cc1ccc(C(=O)N/C(=C\c2cccs2)C(=O)NCCCn2ccnc2)cc1,0,-9,-5,13,3,0.2,-1,-3,-6,-9
CN(C)c1[nH]c(=O)c(C#N)c2c1CCN2Cc1ccccc1,nt,-11,2,nt,-11,-0.4,0,11,1,-5
CCCN(CC(=O)Nc1ccccc1C)C(=O)c1ccc(Cl)c(S(=O)(=O)N2CCCC2)c1,-4,5,-7,-5,7,0.0,-4,-7,?,-10
CCOC(=O)C1=C(c2ccccc2)NC(=O)NC1c1cc(OC)c(OC)cc1OC (stereo not drawn),5,9,-3,-3,-6,1.7,2,6,-14,-10
Cc1cc(C(=O)CN2C(=O)C(=O)N(C3CCCC3)C2=O)c(C)n1-c1ccc(F)cc1,-4,-13,0,-2,-3,0.4,5,3,7,-4
CCN(CC)C(=O)N1CCC(NC(=O)Cc2ccccc2)CC1,1,1,0,-6,-4,0.2,-4,4,-13,2
# More records follow:
SMILES,MITF act,PvdQ acylase,HTR5A ag ctr,Wnt act,SR-BI DiI inh,CDK5 inh,RTF Ca sens act,SR-BI uptake up,Rtt109 Vps75,dFosB activator
COC(=O)c1ccc2c(c1)S(=O)(=O)NC(=NCCCN1CCOCC1)S2,0,-12,-4,-3,-21,1.1,2,21,-4,1
CCCC1(c2ccccc2)NC(=O)N(CC(=O)Nc2cc(S(=O)(=O)N3CCOCC3)ccc2Cl)C1=O (stereo not drawn),-9,-15,-3,-1,-25,0.9,0,25,-5,-14
O=C(COC(=O)c1cc[n+]([O-])cc1)Nc1ccccc1Sc1ccccc1,-1,-6,0,-1,-15,0.8,7,15,-5,-1
COc1cc(/C=N/NC(=O)C(C)Nc2n[nH]c(=O)[nH]c2=O)ccc1O (stereo not drawn),1,-5,4,0,-14,-0.3,4,14,-3,8
Cc1ccc(C(=O)N/C(=C/c2cccs2)C(=O)N2CCCCCC2)cc1,-2,3,-7,3,-16,-0.4,0,16,6,-9
NS(=O)(=O)c1ccc(CNC(=S)Nc2cc(S(=O)(=O)N3CCOCC3)ccc2Cl)cc1,4,-8,-2,1,16,0.2,1,-16,5,-17
O=c1c2ccccc2nc(SCc2ccccc2F)n1C1CCCC1,3,6,-1,-3,-3,-0.6,-3,3,17,-6
CC(C)(C)OC(=O)N1CCN(C(=O)c2[nH]cnc2C(=O)NCC(=O)OCc2ccccc2)CC1,-14,-5,-2,-4,-12,-1.0,-5,12,-9,4
Cc1ccccc1/C=C\c1nc2ccccc2c(=O)n1Cc1ccccc1,1,0,-6,nt,33,-1.2,5,-33,1,-1
Cc1ccc(-c2nc3[nH]c(=O)cc(NC(=O)c4cccs4)n3n2)cc1,2,3,0,7,nt,0.5,4,nt,4,-34

# Copied from the list:
# Cc1ccc(-c2nc3[nH]c(=O)cc(NC(=O)c4cccs4)n3n2)cc1 in Rtt109 Vps75 = 4
# COc1cc(/C=N/NC(=O)C(C)Nc2n[nH]c(=O)[nH]c2=O)ccc1O (stereo not drawn) in SR-BI DiI inh = -14

# Next structures
SMILES,MITF act,PvdQ acylase,HTR5A ag ctr,Wnt act,SR-BI DiI inh,CDK5 inh,RTF Ca sens act,SR-BI uptake up,Rtt109 Vps75,dFosB activator
COc1ccc(NC(=O)CC2C(=O)N(c3ccc(Cl)cc3)C(=S)N2CCc2ccncc2)cc1 (stereo not drawn),-9,-5,6,-2,6,-5.0,-1,-6,7,12
CC1CCCCC1NC(=O)CC1Oc2ccccc2NC1=O (stereo not drawn),3,4,2,-1,-3,1.2,12,3,6,-8
COc1cc(/C=C2\C(=N)N3N=C(N4CCOCC4)SC3=NC2=O)ccc1OC(=O)c1ccccc1,nt,13,-3,0,10,1.4,-3,-10,38,0
Cc1cc(=O)[nH]c(SCC(=O)c2ccc(F)c(C)c2)n1,-12,-10,7,2,-1,-0.1,4,1,5,-4
CSc1ccc(/C=N\Nc2nncn2N)cc1,14,-13,1,5,-8,0.7,2,8,-2,1
S=C(Nc1ccc(Cl)c(Cl)c1)N1CCN(c2ccccn2)CC1,-10,-11,14,-1,22,0.8,1,-21,-1,?
